Vif inh – inhibitors of HIV Vif; actives 0.35% (n = 340,000); AID 602346; inhibition, % at 7.49 µM; HEK293T cells, Vif self-association by quenched fluorescence, imaging, 24 h; in the data active = inhibition above about 50%, passing the limit was not always enough; also: some results filed as inactive read as strong as hits
ABCB6 inh MLPCN – human ABCB6 transporter inhibition | actives 0.19% (n = 360,000) | fluorescence ratio to DMSO, % at 10 µM | K562-ABCB6 porphyrin accumulation, flow cytometry, 1 h; active compounds read low | Q9NP58;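 active = fluorescence ratio to DMSO below 75%, the collection mean minus 3 SD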;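 also: signal is porphyrin accumulated inside mitochondria; 100% equals median channel fluorescence of DMSO control wells; lower ratio means ABCB6 inhibition with less porphyrin fluorescence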
N-glyco inh – blocks N-linked glycosylation in D54 reporter cells; D54 ERlucT glycosylation luciferase reporter, 24 h; percent of 100 nM tunicamycin response; reporter increase, % at 12.5 µM; actives 0.23% (n = 360,000); AID 588692;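 active = mean luciferase reporter signal, scaled so untreated is 0 and the glycosylation-blocking control 100, at or above a set limit in every replicate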;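 also: luciferase carries N-glycosylation sites so blocking glycosylation raises the light; 0% = median of neutral control wells and 100% = median of 100 nM tunicamycin wells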
MC4R antag cAMP – antagonists of human melanocortin 4 receptor (MC4R). P32245. MC4R-expressing cells, MTII-stimulated cAMP, LANCE TR-FRET. inhibition, % at 6.5 µM. actives 0.48% (n = 360,000);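 active = inhibition above its plate's cutoff, the mean of tested wells on that plate plus 3 SD, cut at about 29% in these data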;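 also: 0% = Melanotan II alone and 100% = Melanotan II plus saturating MCL0020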
Target sequence (P32245 whole entry, looked up): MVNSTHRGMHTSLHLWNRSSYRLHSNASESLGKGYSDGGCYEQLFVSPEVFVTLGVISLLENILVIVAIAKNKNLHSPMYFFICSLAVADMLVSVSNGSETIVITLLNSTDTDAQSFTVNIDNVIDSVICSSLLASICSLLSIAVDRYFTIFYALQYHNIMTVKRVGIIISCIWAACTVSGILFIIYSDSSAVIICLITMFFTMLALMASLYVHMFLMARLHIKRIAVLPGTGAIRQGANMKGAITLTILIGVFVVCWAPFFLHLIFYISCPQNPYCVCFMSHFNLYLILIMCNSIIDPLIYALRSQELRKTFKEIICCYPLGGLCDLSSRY
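System – human MC4R-expressing U2OS cells · Also added – Melanotan II · Dosing – one concentration, 6.5 µM nominal · Timing – 30-min compound, 1-h challenge, 1-h detection, room temperature · Measured by – Eu-cAMP/anti-cAMP TR-FRET, emission 671 nm · Replicates – singlicate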
PDI turbidity – inhibitors of human protein disulfide isomerase | P07237 | PDI insulin aggregation turbidity, A650, 90 min | inhibition, % at 10 µM | actives 0.052% (n = 350,000) | AID 588391;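 active = mean inhibition across replicates of 30% or more, whatever share of single replicates reach that level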;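 also: absorbance from insulin aggregation driven by PDI reduction with DTT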
HTR2A ag – mouse HTR2A agonism via beta-arrestin recruitment; P35363; CHO-K1 mHTR2A beta-arrestin complementation, luminescence; percent of 30 µM serotonin response; activation, % at 7.6 µM; actives 0.66% (n = 360,000); AID 624169;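 active = activation above a run cutoff, the mean activation of all tested compounds plus 3 SD, cut at about 14% in these data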;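 also: 0% = plate median of compound wells and 100% = 30 µM serotonin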
Target sequence (P35363 whole entry, looked up): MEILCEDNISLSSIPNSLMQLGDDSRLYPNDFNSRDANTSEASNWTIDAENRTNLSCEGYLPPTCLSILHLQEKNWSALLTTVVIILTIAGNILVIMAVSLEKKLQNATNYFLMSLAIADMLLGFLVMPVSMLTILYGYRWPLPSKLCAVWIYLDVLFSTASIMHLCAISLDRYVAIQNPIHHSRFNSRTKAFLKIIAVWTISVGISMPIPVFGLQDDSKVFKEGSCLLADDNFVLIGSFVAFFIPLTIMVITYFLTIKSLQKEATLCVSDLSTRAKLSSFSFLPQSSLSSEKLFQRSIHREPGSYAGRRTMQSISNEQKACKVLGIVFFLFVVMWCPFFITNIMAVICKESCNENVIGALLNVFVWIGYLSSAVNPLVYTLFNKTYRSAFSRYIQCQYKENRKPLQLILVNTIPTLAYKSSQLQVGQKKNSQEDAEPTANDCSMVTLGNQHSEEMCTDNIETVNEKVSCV
MC4R barr agon – human MC4R agonism via beta-arrestin. actives 0.98% (n = 360,000). U2OS MC4R beta-arrestin complementation, luminescence; percent of melanotan II response, DMSO zero. activation, % at 8.9 µM. AID 540308;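 active = activation above a per-plate cutoff, the mean activation of sample wells on that plate plus 3 SD, cut at about 8% in these data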
Cardio protect – protects H9c2 cardiomyocytes from peroxide injury; actives 0.63% (n = 360,000); H2O2 injury protection, ATPLite, 2 h; protection from H2O2 cell death, % at 20 µM; AID 588492;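 active = compounds giving at least 50% protection of heart cells from peroxide-induced death in the single-dose screen, raw or plate-pattern-corrected value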;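 also: 0% = DMSO wells with peroxide and 100% = DMSO wells without peroxide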
aDG glyco act – alpha-DG glycosylation activation. Pro5-aDG cells, alpha-DG glycosylation AlphaScreen (IIH6); 0% Pro5, 100% B10-LARGE cell signal. activation, % at 10 µM. actives 0.22% (n = 360,000). AID 624168;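 active = activation of at least 8% versus controls, or a plate z-score of at least 8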;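 also: Pro5 are CHO cells carrying HIG-tagged alpha-DG that lacks glycosylation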
CaV13 FRET inh – Primary screen for inhibitors of IQ motif and Ca2+-dependent inactivation inhibitor domain binding in CACNA1D, Förster resonance energy transfer in living cells, …. HEK cells, CFP/YFP FRET ICDI-IQ, plate reader, 10 min; percent FRET-ratio fall versus neutral wells. inhibition, % at 12.3 µM. actives 0.098% (n = 340,000);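 active = mean replicate inhibition of at least 30% and at least 1% of replicates passing that level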;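 also: 0% = median of the neutral control wells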
Active calls of the source: *. Outcome played no part in choosing rows; about 3.6% have a hit in one of these screens.

COc1cccc(NC(=O)COC(=O)CCCc2c[nH]c3ccccc23)c1 was read as Vif inh 35, ABCB6 inh MLPCN 105, N-glyco inh 1, MC4R antag cAMP 2, PDI turbidity -1, HTR2A ag -4, MC4R barr agon -0.5, Cardio protect -1, aDG glyco act -0.3 and CaV13 FRET inh -4.
CC(=O)N1c2ccc(S(=O)(=O)N3CCCCC3)cc2CC1C(=O)Nc1ccc(F)cc1C (configuration not stated) was read as Vif inh -3, ABCB6 inh MLPCN 100, N-glyco inh 1, MC4R antag cAMP 11, PDI turbidity -3, HTR2A ag 1, MC4R barr agon -3.6, Cardio protect 1, aDG glyco act -0.1 and CaV13 FRET inh -2.
`CCNc1nc(NCC)nc(N(C)N)n1` gave Vif inh -2, ABCB6 inh MLPCN 102, N-glyco inh 1, MC4R antag cAMP 16, PDI turbidity 2, HTR2A ag -1, MC4R barr agon 0.1, Cardio protect -4, aDG glyco act 0.0 and CaV13 FRET inh -3.
COc1ccccc1NC(=O)CSc1nc(O)cc(=O)[nH]1 was read as Vif inh -3, ABCB6 inh MLPCN 102, N-glyco inh 0, MC4R antag cAMP 5, PDI turbidity -2, HTR2A ag 0, MC4R barr agon -0.5, Cardio protect 5 and aDG glyco act -0.2.
`CCN(Cc1ccccc1)C(=O)CSc1ccccc1C(=O)O` gave Vif inh 2, ABCB6 inh MLPCN 106, N-glyco inh -1, MC4R antag cAMP 13, PDI turbidity -5, HTR2A ag 4, MC4R barr agon -0.8, Cardio protect 3, aDG glyco act -0.1 and CaV13 FRET inh 5.
`Nc1nc(C(F)(F)F)cc(=O)n1N` gave Vif inh 12, ABCB6 inh MLPCN 103, N-glyco inh -2, MC4R antag cAMP 7, PDI turbidity 3, HTR2A ag 4, MC4R barr agon -1.3, Cardio protect 5, aDG glyco act -0.2 and CaV13 FRET inh -8.
For CCOc1ccc(/C=C2\C(=O)c3ccccc3OC2c2ccccc2)cc1 (configuration not stated) the results were Vif inh -4, ABCB6 inh MLPCN 91, N-glyco inh 6, MC4R antag cAMP 5, PDI turbidity -6, HTR2A ag -3, MC4R barr agon 1.0, Cardio protect -18, aDG glyco act 2.1 and CaV13 FRET inh -9.
Cc1ccc(NC(=O)C(C)OC(=O)CSc2ccccc2)cc1 (configuration not stated) was read as Vif inh -2, ABCB6 inh MLPCN 97, N-glyco inh -1, MC4R antag cAMP 9, PDI turbidity -7, HTR2A ag -2, MC4R barr agon 0.3, Cardio protect 0, aDG glyco act 0.0 and CaV13 FRET inh -6.
Cc1ccc2c(c1)N(CC(=O)N1CCCCCC1)C(=O)c1cccnc1O2 was read as Vif inh -2, ABCB6 inh MLPCN 96, N-glyco inh 2, MC4R antag cAMP 6, PDI turbidity -17, HTR2A ag 8, MC4R barr agon -1.1, Cardio protect -4, aDG glyco act -0.1 and CaV13 FRET inh -2.
For COc1cc2[nH]c3c(=O)n(CCN4CCCCC4)cnc3c2cc1OC the results were ABCB6 inh MLPCN 99, N-glyco inh 1, MC4R antag cAMP -1, PDI turbidity 2, HTR2A ag -2, MC4R barr agon -1.8, Cardio protect 8 and aDG glyco act 0.2.
For CC(C(=O)NC1CCCCC1)N1C(=O)C2C3C=CC(C3)C2C1=O (configuration not stated) the results were Vif inh 3, ABCB6 inh MLPCN 92, N-glyco inh -1, MC4R antag cAMP 3, PDI turbidity 6, HTR2A ag 7, MC4R barr agon -2.0, Cardio protect 2, aDG glyco act -0.1 and CaV13 FRET inh -6.
For CN(C)c1cc(-c2ccccc2)nc(N)n1 the results were Vif inh 8, ABCB6 inh MLPCN 98, N-glyco inh 8, MC4R antag cAMP -3, PDI turbidity 5, HTR2A ag -7, MC4R barr agon -0.8, Cardio protect 1, aDG glyco act 0.2 and CaV13 FRET inh -6.
Screening NC(=O)c1c(NC(=O)CSc2nc(N)cc(=O)[nH]2)sc2c1CCCC2 returned Vif inh 0, ABCB6 inh MLPCN 101, N-glyco inh 4, MC4R antag cAMP -27, PDI turbidity 6, HTR2A ag 0, MC4R barr agon 1.3, Cardio protect -3, aDG glyco act -0.2 and CaV13 FRET inh -6.
For Cc1onc(-c2ccccc2)c1C(=O)NCCCc1ccccc1 the results were Vif inh -5, ABCB6 inh MLPCN 97, N-glyco inh -2, MC4R antag cAMP 5, PDI turbidity -3, HTR2A ag -2, MC4R barr agon -1.3, Cardio protect 4, aDG glyco act 0.0 and CaV13 FRET inh -16.
For O=c1[nH]ncc(N/N=C\c2cccnc2)c1Cl the results were Vif inh -2, ABCB6 inh MLPCN 93, N-glyco inh 7, MC4R antag cAMP 15, PDI turbidity 0, HTR2A ag -3, MC4R barr agon -1.3, Cardio protect 45, aDG glyco act -0.1 and CaV13 FRET inh 3.

Fetched by structure from the list above, two records:
For Cc1onc(-c2ccccc2)c1C(=O)NCCCc1ccccc1 the results were Vif inh -5, ABCB6 inh MLPCN 97, N-glyco inh -2, MC4R antag cAMP 5, PDI turbidity -3, HTR2A ag -2, MC4R barr agon -1.3, Cardio protect 4, aDG glyco act 0.0 and CaV13 FRET inh -16.
For CCOc1ccc(/C=C2\C(=O)c3ccccc3OC2c2ccccc2)cc1 (configuration not stated) the results were Vif inh -4, ABCB6 inh MLPCN 91, N-glyco inh 6, MC4R antag cAMP 5, PDI turbidity -6, HTR2A ag -3, MC4R barr agon 1.0, Cardio protect -18, aDG glyco act 2.1 and CaV13 FRET inh -9.

(continued)
For COC(=O)c1cc(=O)n(Cc2cccs2)c(=NCc2cccs2)s1 the results were ABCB6 inh MLPCN 97, N-glyco inh 6, MC4R antag cAMP 11, PDI turbidity 3, HTR2A ag 1, MC4R barr agon -0.4, Cardio protect -10 and aDG glyco act -0.3.
Cc1ccc(OCCCn2ccnc2)cc1C was read as Vif inh -2, ABCB6 inh MLPCN 112, N-glyco inh 1, MC4R antag cAMP 0, PDI turbidity 0, HTR2A ag -2, MC4R barr agon -1.4, Cardio protect -5, aDG glyco act 0.2 and CaV13 FRET inh -5.
For OC[C@H]1O[C@@H](c2nc(-c3ccccc3Br)no2)[C@H](O)[C@@H](O)[C@H]1O the results were Vif inh -2, ABCB6 inh MLPCN 106, N-glyco inh 0, MC4R antag cAMP 13, PDI turbidity 2, HTR2A ag -3, MC4R barr agon 0.8, Cardio protect 4, aDG glyco act -0.2 and CaV13 FRET inh -6.
For COc1ccc(OC)c(-c2nc(C(=O)NCC3CCCO3)cc3c2[nH]c2ccccc23)c1 (configuration not stated) the results were Vif inh -15, ABCB6 inh MLPCN 99, N-glyco inh 5, MC4R antag cAMP 26, HTR2A ag -2, MC4R barr agon 0.0, Cardio protect 8 and aDG glyco act -0.2.
Screening CCOC(=O)CC(=O)CSc1nnc(Cn2c(=O)sc3ccccc32)n1C returned Vif inh 6, ABCB6 inh MLPCN 101, N-glyco inh 2, MC4R antag cAMP 2, PDI turbidity -1, HTR2A ag 1, MC4R barr agon -3.7, Cardio protect 2, aDG glyco act -0.2 and CaV13 FRET inh -9.
CC(C)CNC(=O)c1cc2nc(C3CC3)cc(C(F)(F)F)n2n1 was read as Vif inh 0, ABCB6 inh MLPCN 89, N-glyco inh 0, MC4R antag cAMP -1, PDI turbidity -3, HTR2A ag 2, MC4R barr agon -1.4, Cardio protect 3, aDG glyco act 0.0 and CaV13 FRET inh -8.
CCC(C)[C@H](NC(=O)NCc1ccc(OC)c(OC)c1)C(=O)O (some centres not stated) was read as Vif inh -3, ABCB6 inh MLPCN 100, N-glyco inh 1, MC4R antag cAMP 4, PDI turbidity 3, HTR2A ag -1, MC4R barr agon -1.8, Cardio protect 3, aDG glyco act -0.1 and CaV13 FRET inh -4.
`Cc1ccc(C(=O)C(C)OC(=O)Cn2c(C)csc2=O)cc1` (configuration not stated) gave Vif inh 1, ABCB6 inh MLPCN 103, N-glyco inh 1, MC4R antag cAMP 1, PDI turbidity 2, HTR2A ag -2, MC4R barr agon 1.0, Cardio protect -1, aDG glyco act -0.3 and CaV13 FRET inh -8.
For CCOC(=O)c1ccc(NC(=O)NC2CCN(CC(=O)NCc3ccc4c(c3)OCO4)CC2)cc1 the results were Vif inh -6, ABCB6 inh MLPCN 99, N-glyco inh -4, MC4R antag cAMP 4, PDI turbidity -2, HTR2A ag -4, MC4R barr agon -1.7, Cardio protect -2, aDG glyco act -0.1 and CaV13 FRET inh -4.
COc1ccc(S(=O)(=O)NCC2CCCN(C(=O)CNC(C)=O)C2)cc1 (configuration not stated) was read as Vif inh -1, ABCB6 inh MLPCN 91, N-glyco inh 2, MC4R antag cAMP 1, PDI turbidity 2, HTR2A ag 0, MC4R barr agon -3.3, Cardio protect 0, aDG glyco act -0.2 and CaV13 FRET inh -3.
Screening CCc1ccccc1N(CC(=O)NC1CCCC1)C(=O)CNC(=O)c1cccs1 returned Vif inh -3, ABCB6 inh MLPCN 97, N-glyco inh 1, MC4R antag cAMP 9, PDI turbidity -6, HTR2A ag 0, MC4R barr agon 0.4, Cardio protect 1, aDG glyco act 0.1 and CaV13 FRET inh -7.
Screening COc1ccc(OC2(C)CCN(Cc3ccccc3OC(F)F)C2)cc1 (configuration not stated) returned Vif inh 1, ABCB6 inh MLPCN 93, N-glyco inh 0, MC4R antag cAMP 1, PDI turbidity -4, HTR2A ag -2, MC4R barr agon 0.4, Cardio protect 1, aDG glyco act 0.1 and CaV13 FRET inh -6.
For O=C(N/N=C/c1c[nH]c2ccccc12)c1cc2ccccc2o1 the results were Vif inh 1, ABCB6 inh MLPCN 102, N-glyco inh 4, MC4R antag cAMP 10, PDI turbidity -2, HTR2A ag -8, MC4R barr agon -0.6, Cardio protect 8, aDG glyco act 0.0 and CaV13 FRET inh -3.
`COC(=O)c1ccc(C2OCC(C)(C)CO2)cc1` gave Vif inh 11, ABCB6 inh MLPCN 135, N-glyco inh 1, MC4R antag cAMP -3, PDI turbidity -1, HTR2A ag -5, MC4R barr agon -3.3, Cardio protect -9, aDG glyco act 0.0 and CaV13 FRET inh -4.
Cc1cc(=O)n2nc(N3CCCC(C(=O)Nc4ccc(C)c(C)c4)C3)sc2n1 (configuration not stated) was read as Vif inh 13, ABCB6 inh MLPCN 100, N-glyco inh 2, MC4R antag cAMP 3, HTR2A ag 10, MC4R barr agon -0.4, Cardio protect -1, aDG glyco act -0.1 and CaV13 FRET inh -6.
`Cc1ccnc(SCc2ccc([N+](=O)[O-])cc2)n1` gave Vif inh 4, ABCB6 inh MLPCN 98, N-glyco inh 0, MC4R antag cAMP -3, PDI turbidity 1, HTR2A ag 6, MC4R barr agon -0.6, Cardio protect 3, aDG glyco act 0.0 and CaV13 FRET inh -2.
`Nc1nnc(SCC(=O)N2CCc3ccccc32)n1-c1ccccc1` gave Vif inh 4, ABCB6 inh MLPCN 94, N-glyco inh 0, MC4R antag cAMP 4, PDI turbidity -3, HTR2A ag -1, MC4R barr agon 0.0, Cardio protect 1, aDG glyco act -0.1 and CaV13 FRET inh -9.
`Cc1cc(Br)c(NC(=O)c2ccccc2[N+](=O)[O-])cc1C` gave Vif inh 8, ABCB6 inh MLPCN 101, N-glyco inh 2, MC4R antag cAMP 12, PDI turbidity 6, HTR2A ag -3, MC4R barr agon -1.7, Cardio protect -2, aDG glyco act 0.0 and CaV13 FRET inh 7.

Bioassay records deposited in PubChem BioAssay by several laboratories.
